Imprint erasure: induces erasure of genomic imprints in mouse ES cells. 0.02% of 110,000 active. mouse ES Peg3-LacZ reporter, beta-gal luminescence, 40 h. Potency, µM (highest dose often 60.7 µM), inactives show at the highest dose activity change, positive = activation, most hits filed as activators;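 note: 0% = negative control wells on the plate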
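Each well holds 300 Peg3LacZ-Neo (maternal) female ES cells incubated 40 h at 37C, 5% CO2. LacZ is measured by BetaGlo luminescence, with AC50 and maximum efficacy derived from dose-response curves.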
p53ts 39C tox: p53ts cell cytotoxicity, nonpermissive temperature | H1299-p53A138V viability at 39C, ATP luminescence, 24 h | 1.5% of 130,000 active | Potency, µM (top dose mostly 46.1 µM), inactives show at the highest dose activity change, negative = cell killing, hits mostly cytotoxic | AID 902; note: nearly all actives have a fitted effect of over 55% in size
IkB signaling: inhibitors of IkB signaling in ABC-DLBCL cells; ABC-DLBCL IkBa-CBG/CBR dual luciferase ratio, 4 h; response scale: scaled: untreated 0%, proteasome inhibitor 100%; 0.04% of 110,000 active; Potency, µM (top dose mostly 57.1 µM), for the others: top-dose IkBa stabilization activation; active = well fitted curve in the direction sought with a large enough effect in the signal ratio, not every such curve was filed as active; inconclusive = small, poorly fitted or top-dose-only effect, or a change in a side signal; the % refers to the signal ratio;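 note: the direction sought is a rising ratio; 0% = basal untreated cells and 100% = reference inhibitor full response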
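In this assay, an IκBα–CBG68 fusion accumulates when IKK-driven degradation is blocked; native CBR normalizes for cell number. OCI-Ly3 cells were treated 4 h with compound and doxycycline, then green and red light read after Chroma-Glo addition.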
p53ts 32C kill: kills p53ts cells at the permissive temperature; Potency, µM (top dose mostly 46.1 µM), for the others: top-dose activity change, negative = cytotoxicity, actives largely listed as cytotoxic; 0.93% of 130,000 active; H1299-p53A138V at 32C, ATP luminescence viability, 24 h; AID 924;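 note: 0% = DMSO and -100% = full killing by reference compound; nearly all actives have a fitted effect of over 55% in size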
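H1299-p53 A138V cells (temperature-sensitive p53) exposed 24 h to up to 46 uM compound at 32C, where p53 is wild-type in conformation. Viability read as ATP luminescence and normalised to DMSO and 100 uM tamoxifen. AC50 fitted with the Hill equation.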
The depositor's hits bear a star; ? = inconclusive; . = no result given; [ ] = another dose, or the depositor's remark. Unless noted, calls come from the whole dose curve; as a rule, active = well fitted curve in the direction sought with a large enough effect; inconclusive = small, poorly fitted or top-dose-only effect, or another doubt; inactive = no such curve, though single readings can be large; an effect the other way counts as inactive or inconclusive. Unless noted, % is set by controls: 0 for no effect and ±100 for the full control effect; potency is the fitted concentration of half-maximal effect.

No.	smiles	Imprint erasure	p53ts 39C tox	IkB signaling	p53ts 32C kill
1	O=C(NCC1CCCO1)c1ccc(NC(=O)C2CC=CCC2C(=O)O)cc1 (stereo unspecified)	-3.4%	-11.7%	-0.4%	-2.7%
2	CCOC(=O)c1ccc(N2C(=O)c3n[nH]c(C)c3C2c2cccc(Br)c2)cc1 (stereo unspecified)	-18.2%[10.9 µM]	?	?	-15.1%
3	Cc1cnc(C(=O)Nc2ccccc2C(=O)N2CCOCC2)cn1	-5.6%	-0.9%	-0.8%	-4.0%
4	NC(=O)c1ccc(-c2ncc(-c3ccccc3)o2)cc1	-6.1%	20µM*	7.1%	?
5	O=c1[nH]c(C2CCCN(S(=O)(=O)c3ccccc3)C2)nc2c1nnn2Cc1ccc(OC(F)(F)F)cc1 (stereo unspecified)	-8.3%[10.9 µM]	2.1%	?	2.7%
6	Cc1ccc(SCc2cn3c(C)csc3n2)cc1	-75.8%[inhibitor]	12.6µM*	?	?
7	Cc1ccc(N2CC(c3nnc(NC(=O)c4ccco4)s3)CC2=O)cc1Cl (stereo unspecified)	-8.1%[10.9 µM]	11.6%	?	-0.3%
8	COc1ccc(C(=O)Nc2nnc(S(=O)(=O)N(CC(C)C)c3ccccc3)s2)cc1	-14.6%[10.9 µM]	?	1.1%	-5.7%
9	COc1ccc(NC(=O)C2CCN(S(=O)(=O)c3cccc4cccnc34)CC2)cc1OC	-6.3%	1.5%	-2.3%	1.9%
10	COCCNC(=O)c1[nH]c2cc(C)ccc2c1Sc1ccc(Cl)cc1	-9.2%[10.9 µM]	-16.3%	-0.8%	-4.0%
11	COc1ccc(-c2csc(N(CC3CCCO3)C(=O)c3ccco3)n2)cc1 (stereo unspecified)	-15.9%	-21.4%	?	-1.1%
12	CC(=O)Nc1nc(C=C(Cl)Cl)cs1	-26.5%	-13.7%	-1.9%	-0.9%
13	Cc1ccccc1OCC(=O)NCC(c1ccc(Cl)cc1)N1CCOCC1 (stereo unspecified)	-7.3%[10.9 µM]	-17.9%	?	-9.9%
14	Cc1cc(SCC(=O)Nc2ccc(Cl)cc2)nc2ccccc12	-11.5%[10.9 µM]	-6.3%	1.1%	-13.7%
15	O=C(c1ccc2c(c1)N(Cc1cccc(Cl)c1)C(=O)c1ccccc1S2(=O)=O)N1CCN(c2cccc(C(F)(F)F)c2)CC1	-17.9%[10.9 µM]	-3.1%	-0.3%	5.4%
16	COc1ccc(Cn2c(=O)c3oc4ccccc4c3n(Cc3ccccc3)c2=O)cc1	-12.4%[10.9 µM]	-13.0%	?	6.3%
17	Cc1ccc(Cl)cc1NC(=O)CN(C)S(=O)(=O)c1ccc2c(c1)n(C)c(=O)c(=O)n2C	-11.8%[10.9 µM]	-15.9%	-0.7%	?
18	Cc1cccc2nc(CSCc3ccco3)cn12	-63.7%[inhibitor]	-21.4%	1.1%	-16.5%
19	CCOC(=O)C1=C(C)OC(N)=C(C(=O)OCC)C1c1cccnc1 (stereo unspecified)	1.2%	-10.3%	-2.2%	4.2%
20	Cc1ccccc1NC(=O)NCCN1C(=O)C2C3C=CC(C3)C2C1=O (stereo unspecified)	-4.7%	-14.3%	1.0%	2.7%
21	COc1ccc(CNC(=O)c2cc3cccc4c3n2CC(C)S4)c(OC)c1 (stereo unspecified)	-4.1%[10.9 µM]	1.5%	-1.4%	14.0%
22	CCCCN(CC)CCNC(=O)Cn1c(=O)c2cccn2c2cccnc21	-9.4%[10.9 µM]	-5.0%	-1.7%	-2.3%
23	CC(=O)c1c(C)[nH]c(C(=O)NC2CCCCC2)c1C	-16.1%	-10.4%	-0.8%	2.2%
24	FC(F)(F)c1cc(CN2CC[C@@]3(CCCNC3)C2)cc(C(F)(F)F)c1	.	-7.0%	-1.2%[11.4 µM]	-6.4%
25	O=C(O)CC1(c2ccccc2)C(=O)c2ccccc2C1=O	2.4%	0.3%	-1.2%	0.6%
26	CCN(CC)CCCNC(=O)C1CCC(=O)N(c2ccc(OC)cc2)C1c1ccc(F)cc1 (stereo unspecified)	-14.4%	5.7%	3.3%	-2.8%
27	Cc1ccccc1-c1nc(CS(=O)CC(=O)NCCN2CCN(Cc3ccccc3)CC2)c(C)o1 (stereo unspecified)	-16.9%	-7.4%	-0.5%	-1.3%
28	Cc1ccc(OCC(=O)NCc2ccccn2)c(Br)c1	-18.7%	-7.0%	16.1%	-20.4%
29	NC(=O)CSc1nc2ccc(NC(=O)COc3ccccc3)cc2s1	-15.4%[10.9 µM]	-2.2%	-1.1%	-13.2%
30	Cc1ccn2c(Nc3ccccc3C)c(-c3ccccn3)nc2c1	-15.8%[10.9 µM]	?	?	?
31	Cc1ccn2cc(CNS(=O)(=O)c3ccc4c(c3)OCCO4)nc2c1	-10.8%	1.3%	1.2%	-3.2%
32	Cc1cc(NC(=O)Cn2c(=O)c3c(ncn3CC(C)C)n(Cc3ccccc3)c2=O)no1	3.2%	4.9%	0.1%	15.6%
33	Cc1cc(N2CCC(C(=O)N3CCN(c4cccc(C)c4C)CC3)CC2)n2ncnc2n1	-16.0%	-1.3%	?	0.4%
34	CCOC(=O)c1cccc(NC(=O)Cn2cnc3nc4c(cc3c2=O)CCCC4)c1	8.0%[10.9 µM]	-0.2%	4.0%	-15.5%
35	Cc1ccc2nc(N(Cc3cccnc3)C(=O)CCOc3ccccc3)sc2c1	-9.9%[10.9 µM]	-20.7%	-0.5%	7.5%
36	COc1cc(S(=O)(=O)N2CCN(c3ccccc3F)CC2)c(OC)cc1Cl	-7.2%	6.6%	-0.7%	2.5%
37	Cc1ccc(Nc2c(-c3ccncc3)nc3ccc(C)cn23)cc1	-2.5%[10.9 µM]	-1.8%	?	12.2%
38	C=CCn1c(SCc2nc(N)nc(N3CCCCC3)n2)nnc1-c1ccco1	9.3%	16.5%	-1.3%	27.5%
39	CCc1ccc(-n2nc(C)c3c(C)cc(=O)n(CC(=O)Nc4ccc(C)c(F)c4)c32)cc1	-9.3%[10.9 µM]	28.7%	-2.6%	2.0%
40	CC(Sc1nnnn1C)C(=O)Nc1ccc(N2CCOCC2)cc1 (stereo unspecified)	-8.8%	-4.7%	0.1%	-0.2%
41	O=C1c2ccccc2C(Nc2ccc3c(c2)OCCO3)N1Cc1ccco1 (stereo unspecified)	-24.2%	-15.6%	3.2%	?
42	O=C(C1CCC(CNS(=O)(=O)c2ccc(Br)s2)CC1)N1CCN(c2ccc(F)cc2)CC1 (stereo unspecified)	-17.1%[10.9 µM]	-11.2%	?	-10.1%
43	Cc1noc(C)c1C(=O)N1CCC2(CCCN(Cc3ccccc3)C2)CC1	.	-0.9%	-0.6%[11.4 µM]	0.3%
44	CCC(=O)Oc1ccc(C/C(=N\O)c2ccc(O)cc2O)o1	-0.7%	12.1%	?	4.4%
45	COc1cccc(N2CCN(C(=O)c3cc4c(=O)n(Cc5ccccc5)ccc4nc3C)CC2)c1	-7.4%[10.9 µM]	-5.5%	?	6.7%
46	N#CC1=C(N)NC(SCc2ccc(Br)cc2)=C(C#N)C12CCCCC2	.	-2.1%	.	-2.7%
47	OCCNCC1(O)C2CC3CC(C2)CC1C3 (stereo unspecified)	-31.6%[inhibitor]	-8.3%	-0.2%	2.6%
48	COc1ccc(CNC(=O)CN2C(=O)COc3ccc(S(=O)(=O)N4CCOCC4)cc32)cc1	-16.3%[10.9 µM]	-10.0%	0.5%	4.6%
49	Cc1cc(C)cc(-n2ccnc2SCC(=O)Nc2ccccc2F)c1	-13.2%[10.9 µM]	-15.5%	1.9%	10.5%
50	Cc1ccc2cc(CN(Cc3nnnn3Cc3ccco3)CC3CCCO3)c(=O)[nH]c2c1C (stereo unspecified)	-19.4%	4.2%	?	1.6%

(cont.)
No.	smiles	Imprint erasure	p53ts 39C tox	IkB signaling	p53ts 32C kill
51	Cc1ccc(Cl)cc1NC(=O)c1ocnc1C	-10.0%	6.2%	-0.3%	1.9%
52	COC(=O)[C@@]1(Cc2ccccc2)[C@H]2c3cc(C(=O)N(C)C)n(Cc4cc(C)n(C)n4)c3C[C@H]2CN1C(=O)c1ccccc1	-12.7%	3.5%	.	9.1%
53	COc1ccc(NC(=O)COC(=O)Cc2ccc(-c3ccccc3)cc2)c(OC)c1	.	177.8%[activator]	.	-12.3%
54	CCOc1ccc(NC(=O)C2CCN(C(=O)NCc3ccccc3)CC2)cc1	-3.5%	-4.5%	0.3%	-2.6%
55	CCN(CC)S(=O)(=O)c1cccc(C(=O)Nc2ccccc2C(=O)N2CCOCC2)c1	2.9%	6.1%	1.1%	2.8%
56	O=C(Cc1ccccc1)N(Cc1cccnc1)c1nc2ccc(F)cc2s1	-5.2%[10.9 µM]	-31.9%	?	2.2%
57	Cc1nnc2sc(-c3ccc(NC(=O)c4ccc(-c5ccc(Br)cc5)o4)cc3)nn12	-3.9%	8.0%	-2.6%	4.4%
58	COc1ccc(CC(=O)NCc2ccccc2Cl)cc1S(=O)(=O)N1CCOCC1	3.5%	1.2%	0.7%	2.0%
59	COc1cc2c(Cc3c4c5c(cc(OC)c(OC)c5c5c(OC)c(OC)ccc35)CCN4C)c3c4c(cc(OC)c(OC)c4c2cc1OC)CCN3C	-10.7%	7.1%	.	6.7%
60	NC1=NCc2ccccc21	-4.0%	-2.8%	6.9%	-2.4%
61	COc1ccccc1CN1CCC2(CC1)CCN(C(=O)c1ccncc1)CC2	.	-1.7%	0.1%[11.4 µM]	1.9%
62	CN(C)S(=O)(=O)N1CCC(n2c(C(F)(F)F)nc3cccnc32)CC1	3.7%[10.9 µM]	6.4%	-1.6%	3.3%
63	CCSc1nc(C)nc2c1oc1ccccc12	-4.5%	0.5%	-1.9%	2.9%
64	COC(=O)c1c(NC(=O)C(C)Oc2ccc(Cl)cc2Cl)sc2c1CCCC2 (stereo unspecified)	-12.4%[10.9 µM]	12.8%	6.2%	3.2%
65	CC(C)OCCCNC(=O)c1nn(C)c2c1CSc1ccccc1-2	-13.7%[10.9 µM]	3.1%	-0.5%	5.1%
66	CN1CCN(S(=O)(=O)c2ccc(NC(=O)c3ccc(F)cc3)cc2)CC1	-12.2%	5.7%	-1.5%	-3.4%
67	COc1ccc(C(=O)Oc2c(Sc3ccc(Cl)cc3)c(C)nn2C(C)(C)C)cc1OC	-3.2%[10.9 µM]	2.9%	?	1.2%
68	Cc1ccccc1Cn1c2ccccc2c2cn[nH]c(=O)c21	.	5.6%	.	2.3%
69	COC(=O)c1ccc(C2CC(=O)NC3=C2C(=O)CCC3)cc1 (stereo unspecified)	-0.3%	-0.9%	-1.6%	?
70	CN(C)CCC[C@@H]1c2ccccc2Oc2ccc(C(F)(F)F)cc21	-13.0%[10.9 µM]	-0.1%[9.22 µM]	0.4%[11.4 µM]	0.5%[9.22 µM]
71	Cc1ccc(C)c(N2CCN(C(=O)CCn3c(=O)[nH]c4ccccc4c3=O)CC2)c1	-11.6%[10.9 µM]	-19.3%	0.3%	-1.9%
72	CN(C)c1ncc2ncc(=O)n(Cc3cccs3)c2n1	.	-2.4%	2.9%[11.4 µM]	5.2%
73	Cn1c(=O)[nH]c(=O)c2[nH]c(CN3CCN(C(=O)c4ccco4)CC3)nc21	-6.2%	-1.6%	-0.4%	24.8%
74	COc1c2occc2c(OC)c2c(=O)cc(C(F)(F)C(F)(F)F)oc12	-5.5%	12.1%	-0.6%	-0.9%

6 of these compounds in a different format:
(14) Cc1cc(SCC(=O)Nc2ccc(Cl)cc2)nc2ccccc12
(15) O=C(c1ccc2c(c1)N(Cc1cccc(Cl)c1)C(=O)c1ccccc1S2(=O)=O)N1CCN(c2cccc(C(F)(F)F)c2)CC1
(16) COc1ccc(Cn2c(=O)c3oc4ccccc4c3n(Cc3ccccc3)c2=O)cc1
(17) Cc1ccc(Cl)cc1NC(=O)CN(C)S(=O)(=O)c1ccc2c(c1)n(C)c(=O)c(=O)n2C
(18) Cc1cccc2nc(CSCc3ccco3)cn12
(19) CCOC(=O)C1=C(C)OC(N)=C(C(=O)OCC)C1c1cccnc1 (stereo unspecified)
Compound | 14 | 15 | 16 | 17 | 18 | 19
Imprint erasure | -11.5%[10.9 µM] | -17.9%[10.9 µM] | -12.4%[10.9 µM] | -11.8%[10.9 µM] | -63.7%[inhibitor] | 1.2%
p53ts 39C tox | -6.3% | -3.1% | -13.0% | -15.9% | -21.4% | -10.3%
IkB signaling | 1.1% | -0.3% | ? | -0.7% | 1.1% | -2.2%
p53ts 32C kill | -13.7% | 5.4% | 6.3% | ? | -16.5% | 4.2%

Screens as filed in PubChem.
